Vif-APOBEC3F blk: inhibitors of Vif-A3F interaction; hit rate 0.2% among 390,000; Potency, µM (highest dose often 46.1 µM), without a hit: top-dose activity, negative = active; HeLa A3F-eYFP + Vif (tagged APOBEC3F with the HIV-1 protein that degrades it), YFP fluorescence increase; also: potency is read from the fitted curve at half-maximal effect; % of control where 0% means no effect; nearly all actives have a fitted effect of over 65% in size
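HeLa cells stably expressing Vif plus C-terminally eYFP-tagged A3F were seeded, incubated overnight at 37 deg C, dosed with compound, incubated overnight again at 37 deg C. Yellow fluorescence (Ex 488/Em 500-530) reported blocked Vif-mediated A3F-eYFP degradation.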
Vif-APOBEC3G blk: inhibitors of Vif-APOBEC3G interaction | Potency, µM (titrated, usually from 46.1 µM), for the others: at the top dose activity, negative = active, most hits filed as inhibitors | HeLa A3G-eYFP + Vif (tagged APOBEC3G with the HIV-1 protein that degrades it), YFP fluorescence, overnight | AID 602310 | hit rate 0.076% among 410,000;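 also: potency is read from the fitted curve at half-maximal effect; % is scaled to controls: 0 for no effect and ±100 for the full control effect; nearly all actives have a fitted effect of over 60% in size; hits raise eYFP signal because A3G escapes Vif-driven loss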
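Read-out is eYFP fluorescence (Ex 488/Em 500-530) from Vif-expressing HeLa A3G-eYFP cells; more signal means A3G escaped Vif-mediated degradation. Cells plated overnight, compound pinned in, incubated overnight at 37 deg C.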
PI4K2A inh: PI4K2A (human) kinase inhibition. activity change, negative = inhibition, % at 76.9 µM. Q9BTU6. AID 1346378. purified PI4K2A, ADP-Glo luminescence, 1 h; active compounds read low. hit rate 0.13% among 420,000; in the data active = activity change below about -50%; inconclusive = mostly about -30% to -49%;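 also: -100% = wells without enzyme as full effect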
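In this quantitative HTS, ADP production by PI4K2A was quantified luminescently after 1 h at ambient temperature; 100 microM adenosine served as plate-quality control.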
USP1-UAF1 inh: blocks the human USP1/UAF1 deubiquitinase complex | O94782 | recombinant USP1/UAF1, Ub-Rhodamine cleavage fluorescence | Potency, µM (doses to about 57.1 µM), for the others: at the top dose activity change, negative = inhibition, usual class: inhibitors | hit rate 0.23% among 390,000 | AID 743255; also: potency is read from the fitted curve at half-maximal effect; % is scaled to controls: 0 for no effect and ±100 for the full control effect; nearly all actives have a fitted effect of over 60% in size; inactives centre near -12
Target sequence (O94782 whole entry, looked up): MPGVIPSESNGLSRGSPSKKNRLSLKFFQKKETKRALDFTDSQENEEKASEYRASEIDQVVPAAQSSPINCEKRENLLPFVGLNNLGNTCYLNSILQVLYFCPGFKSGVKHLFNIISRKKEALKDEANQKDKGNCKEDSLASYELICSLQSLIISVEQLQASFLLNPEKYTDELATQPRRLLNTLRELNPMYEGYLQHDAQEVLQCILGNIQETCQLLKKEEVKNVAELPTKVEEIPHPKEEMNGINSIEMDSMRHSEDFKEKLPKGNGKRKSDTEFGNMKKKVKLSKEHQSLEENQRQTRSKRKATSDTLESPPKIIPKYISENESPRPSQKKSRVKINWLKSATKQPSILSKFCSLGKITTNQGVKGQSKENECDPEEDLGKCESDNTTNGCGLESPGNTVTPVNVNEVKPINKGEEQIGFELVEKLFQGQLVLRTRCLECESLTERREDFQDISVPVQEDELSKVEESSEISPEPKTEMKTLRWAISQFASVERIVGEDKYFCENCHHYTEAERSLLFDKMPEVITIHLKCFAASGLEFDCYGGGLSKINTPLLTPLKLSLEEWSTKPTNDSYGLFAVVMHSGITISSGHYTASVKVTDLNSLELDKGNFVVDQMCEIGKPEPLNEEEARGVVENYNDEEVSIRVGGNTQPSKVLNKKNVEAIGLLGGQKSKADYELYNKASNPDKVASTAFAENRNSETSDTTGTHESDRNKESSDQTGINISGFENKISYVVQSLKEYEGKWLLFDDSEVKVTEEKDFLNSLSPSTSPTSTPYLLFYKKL
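Step one: compound is pinned into 1nM USP1/UAF1 in HEPES pH 7.8 buffer with TCEP. Step two: 15 min room-temperature incubation. Step three: Ub-Rho (150nM final) starts cleavage, tracked by fluorescence over six one-minute reads.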
LDHA block: LDHA (human) enzyme inhibition; P00338; purified LDHA, NADH/diaphorase-resazurin fluorescence; active compounds read low; activity change, % (values are at about 110 or 230 µM); hit rate 0.15% among 480,000; AID 1347041; in the data active = activity change below about -30%; inconclusive = mostly about -25% to -30%;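 also: plate controls were DMSO wells for no effect and wells without enzyme for full effect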
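Human LDH5 at 2 nM final in Tris HCl pH 7.4 with 0.06 mM NADH and 0.2 mM pyruvate, reacted 5 minutes at room temperature. Remaining NADH coupled via diaphorase/resazurin; resorufin fluorescence read at 0 and 20 minutes, normalized to enzyme-free and DMSO wells.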
RXFP1 agonist: RXFP1 (human) receptor agonism. Q9HBX9. hit rate 0.3% among 370,000. HEK293T-RXFP1 cAMP TR-FRET, 30 min; response scale: percent of porcine relaxin response, buffer zero. Potency, µM (titrated, usually from 57.5 µM), without a hit: at the top dose activation, most hits filed as activators; also: potency is read from the fitted curve at half-maximal effect; % is scaled to controls: 0 for no effect and ±100 for the full control effect; nearly all actives have a fitted effect of over 60% in size; many of its hits are not listed in these tables
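Agonist response is measured as cAMP accumulation in an RXFP1-transfected HEK293T line under PDE4 inhibition. Values are scaled between buffer-only and 29 nM porcine relaxin, and EC50s come from standard Hill equation fits.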
Glioma ERSR ind: ER stress response induction in glioma | U87-MG GRP78 promoter luciferase reporter, 16 h | Potency, µM, for the others: top-dose activation, most hits filed as activators | hit rate 0.02% among 420,000 | AID 602332; also: potency is read from the fitted curve at half-maximal effect; series mostly up to about 76 µM; % of control where 0% means no effect; nearly all actives have a fitted effect of over 35% in size
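ERSR induction read as luciferase luminescence (Bright-Glo, 10 min at room temperature) in stably transfected human U87-MG glioma cells exposed to compounds for 16 h, using GRP78 as sensor.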
mIDH1 inhibitor: inhibitors of human mutant IDH1 R132H; O75874; IDH1-R132H enzyme, NADPH consumption, diaphorase/resazurin fluorescence; hit rate 0.093% among 390,000; Potency, µM (highest dose often 76.6 µM), inactives show top-dose activity change, negative = inhibition, actives largely listed as inhibitors; also: potency is read from the fitted curve at half-maximal effect; % is scaled to controls: 0 for no effect and ±100 for the full control effect; nearly all actives have a fitted effect of over 65% in size
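IDH1-R132H (0.5 ug/mL) preincubated 30 min with compound, then NADPH (0.016 mM) and alpha-KG (2 mM) added; 80 min at RT, pH 7.5. Remaining NADPH coupled via diaphorase/resazurin to fluorescence (540/590 nm); concentration-response curves normalized to no-enzyme control.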
TrxR1 substrate: substrates of rat thioredoxin reductase 1; O89049; purified TrxR1 substrate turnover, NADPH consumption readout; Potency, µM (top dose mostly 114 µM), inactives show at the top dose activity change, negative = substrate turnover; hit rate 0.01% among 390,000; also: potency is read from the fitted curve at half-maximal effect; % is scaled to controls: 0 for no effect and ±100 for the full control effect; nearly all actives have a fitted effect of over 50% in size
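Rat TrxR1, dispensed at 90 nM, was prereduced with 400 uM NADPH (final) for 5 min at ~22 deg C, then incubated with compound 15 min before 400 uM selenite. A first-read NADPH fluorescence drop versus no-compound background flagged substrates.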
Numbers without * were called inactive; ? = inconclusive; / = no result given; [ ] = another dose, or the depositor's remark. Unless noted, calls follow the shape of the dose curve; as a rule, active = well fitted curve in the direction sought with a large enough effect; inconclusive = small, poorly fitted or top-dose-only effect, or another doubt; inactive = no such curve, though single readings can be large; an effect the other way counts as inactive or inconclusive.

Below each SMILES: TrxR1 substrate, Glioma ERSR ind, RXFP1 agonist, Vif-APOBEC3F blk, USP1-UAF1 inh, PI4K2A inh, mIDH1 inhibitor, Vif-APOBEC3G blk, LDHA block
> CCN(CC(=O)Nc1c(F)cccc1F)C(=O)CNC(=O)c1ccc2ccccc2c1
    -9%, -4%, 3.5%, -13%, -19%, 4, 2%, 0%, -4
> CCc1nc2c(nnn2Cc2ccc(F)cc2)c(=O)[nH]1
    6%, -1%, 9.8%, -10%, 4%, -1, -2%, 1%, -5
> CCOC(=O)CN1C(=O)S/C(=C/c2ccc(N3CCCCC3)o2)C1=O
    0%, -1%, -0.3%, 32µM*, ?, 0, 10%, 6%, 1
> CC1(C)CC(=O)C2=C(C1)OC(N)=C(C#N)C2c1ccc[nH]1 (configuration not stated)
    5%[57.1 µM], -4%, -2.1%, -18%, -15%, -22, 7%, -7%, 2
> N#Cc1c(NC(=S)NC(=O)Cc2cccs2)sc2c1CCCCC2
    -10%, 2%, 3.2%, -10%, -23%, 1, 5%, -1%, -11
> CC1CC(C)CN(C(=O)COc2ccc([N+](=O)[O-])cc2Cl)C1 (configuration not stated)
    -6%, -3%, 3.0%, 12%, -7%, 3, 0%, 2%, -7
> COC(=O)c1ccc(Cn2cnc3nc4c(cc3c2=O)CCCC4)cc1
    0%[57.1 µM], -1%, 1.4%, 3%, -26%, 3, 11%, -3%, -1
> Cc1nc(/C(N)=N/OC(=O)c2ccc(Cl)cc2)c(C(F)(F)F)o1
    5%, 4%, 2.3%, 0%, -11%, -4, 8%, 1%, 0
> O=C(CCC(=O)N1CCCC1)Nc1nnc(C2CCCCC2)s1
    7%, -5%, 2.5%, /, 1%, 1, -1%, -2%, 0
> Cc1ccc2c(c1)c1c3n2CC(=C2C(=O)OC(C)(C)OC2=O)NC3CCC1 (configuration not stated)
    10%, 3%, 0.0%, 3%, -21%, -3, -5%, -2%, 7
> COc1ccc(-c2cccc(NS(=O)(=O)c3cc(C)c(OC)c(C)c3C)c2)nn1
    -1%[57.1 µM], -1%, 0.1%, 5%, ?, -2, -6%, 2%, -22
> O=S1(=O)CCN(CCc2ccccc2)CC1
    /, -3%, /, -4%, -13%, 4, 6%, -18%, -4
> Cc1nc(C)c(-c2ccc(SCC(=O)Nc3ccccc3)nn2)s1
    -3%, -2%, 20%, -3%, -10%, 4, 3%, -5%, -2
> CC(=O)Nc1cc(C(N)=O)c(Cl)cc1Cl
    -4%, -4%, 0.2%, 1%, -19%, 1, -1%, 2%, 1
> O=C(O)c1ccc(-n2c(/C=C\c3ccc(O)cc3)nc3ccccc3c2=O)cc1
    -12%, -4%, 4.8%, 1%, -22%, -2, -3%, -2%, -8
> O=C(CN1C(=O)COc2ccc(Cl)cc21)NC1CC1
    -1%, 4%, -1.2%, 1%, -8%, 3, 2%, 5%, -5
> CCOc1ccc(NC(=O)c2ccc(S(=O)(=O)N(C)C)cc2)cc1
    -5%, -3%, -1.0%, -1%, -16%, -7, 0%, 4%, -4
> COc1ccc(CNC(=O)COC(=O)C2CCC(C(C)(C)C)CC2)cc1 (configuration not stated)
    -1%, -6%, 1.2%, -8%, -21%, -5, 4%, 3%, 3
> Cc1c(C(=O)N(Cc2ccc(N(C)C)cc2)CC2CCCO2)oc2ccc(Br)cc12 (configuration not stated)
    3%, 1%, 7.8%, 7%, ?, -5, 9%, 5%, 3
> O=S(=O)(NCC(c1ccccc1)N1CCc2ccccc21)c1ccccc1 (configuration not stated)
    -2%, /, 0.6%, /, -27%, -4, /, /, -7
> NS(=O)(=O)c1ccc(NC(=O)c2ccc(Cl)c(S(=O)(=O)NCc3ccco3)c2)cc1
    1%, -6%, 1.0%, 1%, -12%, 5, 23%, 1%, -4
> CCN(CC(=O)Nc1cc(Cl)ccc1C)C(=O)c1cc(S(=O)(=O)N2CCCCCC2)ccc1OC
    -2%, -5%, -0.5%, 10%, -9%, -7, 3%, 2%, -7
> CC(C)C[C@H]1CN=C(Nc2ccccc2)N1CCC1CCCCC1
    4%, 1%, -0.2%, -2%, -14%, -4, -1%, 6%, 0
> COCCn1c(=O)[nH]c2cc(C(=O)NC3CCCCCC3)ccc2c1=O
    4%, -5%, 2.6%, 2%, -16%, -4, -3%, -15%, -8
> COC(=O)CN=C1OC(=O)N2C(=O)C3=C4[C@@H](C[C@H]5C(=O)N(c6ccccc6)C(=O)[C@H]5[C@H]4[C@@]12Cc1ccccc1)[C@H]1C(=O)N(c2ccccc2)C(=O)[C@H]1[C@H]3C
    8%[57.1 µM], -2%, -0.8%, 7%, 22%, -4, -9%, -5%, -10
> O=[N+]([O-])c1ccc(N2CCOCC2)cc1NC(c1ccccc1)c1ccccc1
    -7%, -4%, 1.8%, 1%, -19%, -2, 6%, 0%, 0
> COC(C/C=C/[C@H](O)[C@H](C)OCc1ccccc1)OC
    8%[2.29 µM], -3%, /, -4%, -16%, 6, -5%[38.3 µM], 0%, -7
> CCOC(=O)CNC(=O)CSc1nnc(NC(=O)c2ccc(S(=O)(=O)N3CCOCC3)cc2)s1
    -12%, -5%, 3.0%, 6%, -9%, 7, 8%, 0%, 1
> COC(=O)c1ccc(C(=O)OC)c(NC(=O)COC(=O)C2CCCCC2)c1
    2%, -2%, 1.0%, -2%, -14%, 3, -5%, 0%, 0
> O=C(c1cc(S(=O)(=O)N2CCCCC2)c(Cl)cc1N1CCOCC1)N1CCOCC1
    -8%, -4%, -0.4%, 4%, -9%, 1, 8%, 1%, -6
> O=C(COC(=O)CSc1ccc([N+](=O)[O-])cc1)NCc1cccs1
    -10%, -6%, 0.0%, -29%, -10%, 5, 4%, 3%, -6
> CCOc1ccc(N(CC(=O)Nc2cccc(Br)c2)S(C)(=O)=O)cc1
    -10%, 2%, 1.5%, 5%, -16%, 1, 0%, 8%, -11
> Cc1[nH]c(=S)c(C#N)c(C)c1CCC#N
    -2%, -3%, 0.0%, -2%, -13%, -9, 7%, -3%, -4
> CSc1cccc(NC(=O)C2CCN(S(=O)(=O)c3ccc4c(c3)NC(=O)CO4)CC2)c1
    -1%, -3%, 0.2%, -3%, -11%, -24, -12%, -1%, 0
> CC(=O)c1ccc(OCCCC(=O)NC2CCCCC2C)cc1 (configuration not stated)
    -2%, -1%, 3.1%, -19%, -11%, -3, -3%, 0%, -14
> COc1ccc(CC2NCCC3(O)CCCCC23)cc1 (configuration not stated)
    9%, -5%, 0.3%, 2%, -17%, 2, 3%, -1%, 0
> Cc1cccc(C(C)C)c1NC(=O)c1ccc2c(c1)CCN2S(C)(=O)=O
    -2%, -2%, 0.6%, -1%, -20%, 2, -6%, 4%, 3
> CN1/C(=C\C(=O)c2ccccc2Cl)c2ccccc2CC1(C)C
    4%, -5%, 1.1%, -7%, -1%, 3, -1%, 2%, -9
> Cc1ccc(SCCNC(=O)C(C)C)cc1
    9%, 0%, 1.2%, -19%, -10%, 4, -3%, 0%, -4
> COc1cc(C=CC(=O)OCC=Cc2ccc3c(c2)OCO3)cc(OC)c1OC
    5%, -1%, /, -20%, 0%, 0, 0%, -4%, 3
> COc1ccc(CCN=C2SCC(=O)N2Cc2ccccc2)cc1OC
    -3%, 3%, 0.3%, -11%, -4%, -11, 3%, -1%, 2
> COc1ccc(-n2nnc(-c3nsc(NC(=O)c4cccs4)n3)c2C)cc1OC
    4%[57.1 µM], 0%, 4.1%, -4%, 8%, -1, -1%, -3%, -1
> COc1ccc(C(=O)NCCCNC(=O)c2cccnc2)cc1OC
    2%, 0%, 2.7%, 3%, -3%, -3, -6%, -8%, -13
> O=C(Cn1cnc2onc(-c3ccc(Cl)cc3)c2c1=O)Nc1ccc(F)cc1
    2%[57.1 µM], 0%, 0.0%, -2%, -15%, -6, 14%, -7%, 3
> O=C(CSc1ncccc1C(=O)O)c1ccccc1
    -10%, -2%, 0.6%, -1%, -28%, 0, -3%, 2%, 2
> CCOC(=O)c1c(C)n(-c2ccccc2)c2ccc(OC(=O)c3c(F)cccc3F)cc12
    8%, -2%, -0.1%, -4%, 0%, 2, 4%, -4%, -3
> CCC(C)NC(=O)c1ccc(N2CC3CC(C2)c2cccc(=O)n2C3)c(NC(=O)c2c(F)cccc2F)c1 (configuration not stated)
    /, -4%, /, 1%, -24%, 3, 4%, 0%, -2

Part of the list above, limited to USP1-UAF1 inh, Glioma ERSR ind and LDHA block:
SMILES,USP1-UAF1 inh,Glioma ERSR ind,LDHA block
CC(=O)c1ccc(OCCCC(=O)NC2CCCCC2C)cc1 (configuration not stated),-11%,-1%,-14
COc1ccc(CCN=C2SCC(=O)N2Cc2ccccc2)cc1OC,-4%,3%,2

Source: PubChem

This is a subset. The share of hits here may be higher or lower than overall.
